High-throughput results from PubChem.
UDG counter: Primary qHTS assay for inhibitors of Activation Induced Cytidine Deaminase (AID): UDG Counterscreen signal. actives 0.14% (n = 91,000). Potency, µM (series often up to 115 µM), without a hit: top-dose activity change, negative = inhibition, hits mostly inhibitors. Uracil-DNA glycosylase. FRET deamination/UDG coupled assay, UDG read, 4 h. AID 1347430, 2020; note: nearly all actives have a fitted effect of over 65% in size
AID inh: Primary qHTS assay for inhibitors of Activation Induced Cytidine Deaminase (AID): AID signal; Potency, µM (series often up to 115 µM), inactives show top-dose activity change, negative = inhibition, most hits filed as inhibitors; Single-stranded DNA cytosine deaminase (Homo sapiens), Q9GZX7; AID deamination FRET fluorescence, UDG-coupled, 4 h; AID 1347428, 2020; actives 0.32% (n = 91,000); note: nearly all actives have a fitted effect of over 25% in size
Target sequence (Q9GZX7 whole entry, looked up): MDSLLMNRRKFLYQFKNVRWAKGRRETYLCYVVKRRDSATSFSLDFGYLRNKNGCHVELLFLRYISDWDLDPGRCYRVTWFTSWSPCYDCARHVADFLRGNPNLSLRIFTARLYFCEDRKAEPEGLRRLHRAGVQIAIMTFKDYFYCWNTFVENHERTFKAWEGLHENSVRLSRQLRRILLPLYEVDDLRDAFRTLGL
Active calls of the source: *; ? = inconclusive; & = joins results of further samples; [ ] = remark or other dose. Calls come from the whole dose curve; as a rule, active = well fitted curve in the direction sought with a large enough effect; inconclusive = small, poorly fitted or top-dose-only effect, or another doubt; inactive = no such curve, though single readings can be large; an effect the other way counts as inactive or inconclusive. % is set by controls: 0 for no effect and ±100 for the full control effect; potency is the fitted concentration of half-maximal effect.

Values in the order – UDG counter	AID inh
1. CCCCOc1ccc(C(=O)NCCS(=O)(=O)N2CCN(c3ccc(F)cc3)CC2)cc1
 : 2%	-4%
2. CCN(Cc1ccccc1)c1ccc(/C=N/NC(=S)Nc2cc(S(=O)(=O)N(C)C)ccc2C)cc1
 : 4%	9%
3. CCN(CC)CCCNC(=O)CCc1c(C)n(CC)c2cc(-c3ccccc3OC)nn2c1=O
 : 2%	17%
4. O=C(O)CC(C(=O)O)c1ccc(Cl)cc1 (stereo not given)
 : -10%	4%
5. COC(=O)c1scc(-c2ccc(C)cc2)c1S(=O)(=O)Nc1cc(OC)c(OC)c(OC)c1
 : 17%	6%
6. COc1cc(-c2noc(-c3ccc(NCCc4ccccc4)c([N+](=O)[O-])c3)n2)cc(OC)c1OC
 : 7%	-10%
7. Cc1nnsc1C(=O)Oc1ccc(C(C)C)cc1
 : 17%	23%
8. CCOC(=O)CSc1nc2c(sc3ccccc32)c(=O)n1Cc1ccc(C)cc1
 : 4%	9%
9. CC(C)(C)c1ccc(C(=O)N2CCCC(c3nc4c(nnn4Cc4cccc(F)c4)c(=O)[nH]3)C2)cc1 (stereo not given)
 : 1%	?
10. CCCc1cc(=O)[nH]c(Nc2ccc(O)cc2C)n1
 : 0%	50%[activator]
11. Cc1ccc(NC(=O)CCOc2ccccc2)cc1
 : -6%	-11%
12. CC1=C(c2ccc(Cl)cc2)S(=O)(=O)N=C1N1CCN(c2cccc(C)c2C)CC1
 : 2%	2%
13. CC(=O)Oc1cc2c(=O)c3ccccc3sc2cc1C
 : 0%	-2%
14. CCOc1cc(C(c2c(C)[nH]n(-c3ccccc3)c2=O)c2c(C)[nH]n(-c3ccccc3)c2=O)ccc1O
 : -6%	-1%
15. NCc1ccc(Oc2ccc(C(F)(F)F)cc2)cc1
 : -5%	-7%

A portion of the results above, for reference:
Values in the order – UDG counter	AID inh
12. CC1=C(c2ccc(Cl)cc2)S(=O)(=O)N=C1N1CCN(c2cccc(C)c2C)CC1
 : 2%	2%
13. CC(=O)Oc1cc2c(=O)c3ccccc3sc2cc1C
 : 0%	-2%
14. CCOc1cc(C(c2c(C)[nH]n(-c3ccccc3)c2=O)c2c(C)[nH]n(-c3ccccc3)c2=O)ccc1O
 : -6%	-1%
15. NCc1ccc(Oc2ccc(C(F)(F)F)cc2)cc1
 : -5%	-7%

Further records
Values in the order – UDG counter	AID inh
16. Cc1ccc(NC(=O)Cn2cc3c(n2)CCCCC3)cc1
 : -7%	0%
17. COc1cc(NC(=O)c2nn(C)c3c2COc2ccccc2-3)cc(OC)c1OC
 : -4%[57.5 µM]	-11%
18. O=C1CCSc2ccc(C(=O)NO)cc2N1
 : 0%	-7%
19. CCOc1ccccc1NC(=O)CN1C=NS(=O)(=O)c2ccccc21
 : 0%	-11%
20. CCN(C(=O)CN1C(=O)c2ccccc2Sc2ccc(C(=O)OC)cc21)c1cccc(C)c1
 : -12%	-2%
21. Cc1ccc(C)c(N2CCN(C(=O)Cc3c(C(=O)O)c(C)cn3C)CC2)c1
 : -1%	1%
22. O=S(CCN1CCC(n2cccc2)CC1)c1ccccc1 (stereo not given)
 : 12%	8%
23. Cc1cccc(N2CCN(C(=O)C3CCN(C(=O)c4cc5sccc5n4C)CC3)CC2)c1C
 : ?	?
24. CCOC(=O)C1CCN(C(=O)c2ccc(C)c(NC(=O)c3nsc4ccccc34)c2)CC1
 : 0%	-28%
25. COc1cc(OC)c(C2=CCN(C(=O)COc3ccc(C)cc3Br)CC2)c(OC)c1
 : -10%	-7%
26. Cc1ccc2c(c1)c1c(c(=O)n(Cc3ccccc3)c(=O)n1CC(=O)Nc1ccccc1F)n2C
 : -7%	-3%
27. COc1cc(NC(=O)N2CCC(CN3CCc4ccccc4C3)CC2)cc(OC)c1
 : -11%	-2%
28. CCc1ccc(Nc2nc3ccccc3c3nnc(C)n23)cc1
 : 12%	-19%
29. CCCc1cc(=O)[nH]c(SCc2nc(-c3ccc(C)cc3)no2)n1
 : -10%[57.5 µM]	11%
30. O=C(NCCCc1nc2ccccc2n1Cc1ccccc1)C1CCCCC1
 : ?	?

Entries by screen from the entries so far.
AID inh, compounds 16–22 → 0%, -11%, -7%, -11%, -2%, 1%, 8%
UDG counter, compounds 16–22 → -7%, -4%[57.5 µM], 0%, 0%, -12%, -1%, 12%

Going on with the list.
Values in the order – UDG counter	AID inh
31. COc1ccc(NC(=O)CSc2nc(N3CCOCC3)c3c(c2C#N)CCCC3)c(OC)c1
 : 2%	-2%
32. CCCSc1oc(-c2ccco2)nc1S(=O)(=O)c1ccc(Cl)cc1
 : -11%	-15%
33. Cc1ccccc1-c1nnc2sc(NC(=O)c3ccc(F)cc3)nn12
 : 4%	-18%
34. COc1ccc(C(=O)/C=C/c2ccccc2F)c(OC(=O)c2ccccc2C)c1
 : 4%	-16%
35. COC(=O)C1=C(CS(=O)(=O)c2cc(Cl)ccc2OC)NC(=O)NC1c1ccccc1 (stereo not given)
 : -11%	0%
36. COc1ccc(C(=O)/C=C/c2ccc(SC)cc2)cc1
 : 0%	-11%
37. Cc1ccc2[nH]c(=O)c(CN(C)S(=O)(=O)c3ccc(Cl)cc3)cc2c1
 : -3%	-2%
38. COc1ccc(C(=O)N2CCN(C(=O)COc3ccccc3)CC2)cc1OC
 : 10%	19%
39. Cc1nn(-c2ccc3nnc(C)n3n2)c2c1C(c1cccc(OC(F)F)c1)CC(=O)N2 (stereo not given)
 : -4%	-12%
40. CN(CCCNC(=O)c1nc2ccccc2c(=O)[nH]1)C(=O)c1ccc(Br)cc1
 : -1%	6%
41. COc1ccc(Nc2nc(NCCO)c3nccnc3n2)cc1
 : 1%	3%
42. Cc1ccc(-c2nc(N3CCN(c4ccccc4Cl)CC3)c3ccccc3n2)cc1
 : -25%	-10%
43. CC(C)CCn1nc(C(=O)OCC#N)c2ccccc2c1=O
 : 11%	-14%
44. COC(=O)C(C)(NC(=O)CCC(=O)c1ccccc1)c1ccccc1 (stereo not given)
 : -9%	-8%
45. NC(=O)CNS(=O)(=O)c1cccc(C(=O)O)c1
 : -3%	1%
46. COc1cc(Cl)c(C)cc1NC(=O)CCn1c(=O)c2cccn2c2cccnc21
 : 3%	-16%
47. COc1ccc(Cc2nc3c4cnn(-c5ccccc5Br)c4ncn3n2)cc1
 : -8%	-3%
48. CCc1c(C)nc2nncn2c1Nc1ccc(C(C)C)cc1
 : -12%	-9%
49. O=C(Nc1ccc(F)cc1F)c1ccc2c(Cl)c3c(nc2c1)CCCC3
 : -15%	-7%
50. Nc1nonc1-c1nc2ccccc2n1CC(=O)Nc1cccc(Cl)c1Cl
 : -11%	20%
51. NC(N)=N/N=C/c1c(Cl)cccc1Cl
 : 6%&2%	-5%&-2%
52. CCc1ccc(NC(=O)Cc2nc(-c3c(N)n(C)c(=O)n(C)c3=O)cs2)cc1
 : -4%	22%
53. COc1cc(OC)c(NC(=O)c2cc(S(=O)(=O)N3CCCC3)cn2C)cc1Cl
 : 12%	14%
54. CCc1ccc(S(=O)(=O)N(C(C)=O)c2ccc3oc4c(c3c2)CCCC4)cc1
 : 9%	23%
55. CCOc1ccccc1CNC(=O)CCn1cccn1
 : -8%	11%
56. Cn1c(=O)n(C)c2cc(NS(=O)(=O)c3ccc(F)cc3)ccc21
 : 6%	57%[activator]
57. Fc1ccc(NC(=S)NCCCc2ccccc2)cc1
 : 2%	-5%
58. C/C(=N/NC(=S)NC(C)C)c1ccc(Cl)cc1
 : 4%	-1%
59. NC(=O)c1ccccc1OCc1cccc(C(F)(F)F)c1
 : -9%	-7%
60. CN(CC(=O)NC(C)(C)C)C(=O)CCl
 : 4%	4%
61. N#CNC(=Nc1cccc(F)c1)SCc1ccccc1F
 : 4%	-3%
62. COc1cc2ccccc2cc1C(=O)Nc1cccc(-c2nc3cc(C)c(C)cc3o2)c1
 : -6%	-7%
63. CCOc1cc(Cl)c(/C=C/C(=O)O)cc1OC
 : 4%	2%
64. Cc1ccc(C(=O)NCC(=O)OCc2cc(=O)n3ccsc3n2)cc1
 : 8%	3%
65. CC(OC(=O)/C=C/c1cccc2ccccc12)C(=O)NC(N)=O (stereo not given)
 : 7%	-5%
66. CCOC(=O)c1c(C)oc2nc(C)nc(N3CCN(c4ccc(C(C)=O)cc4)CC3)c12
 : 4%	4%
67. COCCOc1cc2c(cc1CO)OCO2
 : -2%	3%
68. Cc1ccn2c(=O)cc(COc3ccc(NC(=O)c4ccccc4F)cc3)nc2c1
 : 17%	3%
69. COc1ccc(S(=O)(=O)N(CC(=O)N2CCc3ccccc3C2)c2ccc(C)cc2)cc1
 : -3%	31%[activator]
70. O=C(CCCn1c(=O)[nH]c2ccsc2c1=O)N1CCN(c2cccc(C(F)(F)F)c2)CC1
 : -4%	-14%
71. CCN1CCN(CCCNC(=O)c2ccc3c(c2)sc2nc(-c4ccc(C)cc4)cn23)CC1
 : 0%	?
72. CCOC(=O)c1sc2nc(CN(C)Cc3ccccc3)[nH]c(=O)c2c1C
 : -3%	38%[activator]
73. CC(C)(C)C1CCC(=C(C#N)C(N)=O)CC1 (stereo not given)
 : -1%	5%
74. Cc1ccc(C)c(NC(=O)C(=O)NCCc2csc(-c3ccc(C(F)(F)F)cc3)n2)c1
 : -5%[57.5 µM]	6%
75. COc1cccc(CNc2nccn(-c3cc(C)cc(C)c3)c2=O)c1
 : -10%	?
76. Cc1cccc2c1N(Cc1ccccc1OC(C)C)C(=O)C2=O
 : -2%	?
77. COc1ccc(-c2nc3c4ccccc4n(CC(=O)N4CCN(c5ccccc5F)CC4)c(=O)n3n2)cc1
 : -17%[57.5 µM]	12%
78. Cc1cn2c(=O)cc(COC(=O)c3ccc(NC(=O)c4ccc(C(C)(C)C)cc4)cc3)nc2s1
 : -7%	-5%
79. CCOc1cc(CNc2ccc(O)cc2)cc(Br)c1OCc1ccccc1
 : -13%	4%
80. COc1ccc(NC(=O)c2ccco2)cc1NC(=O)c1ccc(OC(C)C)cc1
 : 6%	5%
81. CCc1cc2c(CN3CCN(Cc4ccccc4)CC3)cc(=O)oc2cc1O
 : 3%&-12%	0%&-5%
82. Cc1nn2c(=O)cc(CN(C)c3ccccc3)nc2s1
 : -1%	44%[activator]
83. CCCC(=O)N/C(N)=N/c1nc(C)c2ccccc2n1
 : 9%	-6%
84. Cc1ccc(C(=O)N/N=C/C(C)C)cc1C
 : -2%	-1%
85. CCOc1ccc(-n2ccn3c(CC(C)CC(=O)O)nnc3c2=O)cc1 (stereo not given)
 : -2%	6%
86. CC(=O)c1cccc(NC(=S)NNC(=O)c2ccc(-c3ccccc3)cc2)c1
 : -4%	1%
87. CC(OC(=O)c1ccc2c(c1)NC(=O)CS2)C(=O)Nc1cccc(C#N)c1 (stereo not given)
 : -7%	-5%
88. O=C(Cn1c(=O)c(C(F)(F)F)nc2ccccc21)Nc1cccc(Br)c1
 : 8%	19%
89. CC(=O)Nc1ccc(-c2cc(C(=O)O)c3c(-c4ccccc4)[nH]nc3n2)cc1
 : 2%	3%
90. Cc1cccc(-c2nc(SCc3ccc(Br)cc3)n3[nH]c(=O)cc3n2)c1
 : 6%	132%

New compounds follow
Values in the order – UDG counter	AID inh
91. C=CCOc1ccc(C2c3c(oc4ccc(C)cc4c3=O)C(=O)N2CCCN2CCOCC2)cc1 (stereo not given)
 : 0%	29%
92. Cc1ccccc1OCc1nc2ccccc2n1Cc1ccccc1Cl
 : ?	?
93. Cc1ccc(N2CC(NC(=O)c3ccc(S(=O)(=O)N4CCOCC4)cc3)CC2=O)cc1C (stereo not given)
 : -4%	-14%
94. CCC(=O)N1c2ccc(S(=O)(=O)NCc3ccc(F)cc3)cc2CC1C (stereo not given)
 : 7%	17%
95. O=C(O)/C(=C\C=C\c1ccco1)NC(=O)c1ccccc1
 : -6%	1%
96. Clc1ccc(-c2noc(-c3ccccc3Br)n2)cc1
 : 7%	5%
97. COc1ccc(N2C(=O)CS(=O)(=O)C23C(=O)N(Cc2c(F)cccc2Cl)c2ccccc23)cc1 (stereo not given)
 : 3%	-3%
98. O=C(Nc1ccc2oc(-c3ccccc3)nc2c1)c1ccc2ccccc2c1
 : -2%[57.5 µM]	-4%[57.5 µM]
99. C/C(OC(=O)C12CC3CC(CC(C3)C1)C2)=C1/CCOC1=O
 : -10%	-15%
100. CCCCOC(=O)c1ccc(NC(=O)c2sc3nc(C)cc(C)c3c2N)cc1
 : -11%	6%
101. COc1ccc(-c2csc(NC(=O)CSc3nc4ccccc4o3)n2)cc1
 : 36%[activator]	-6%
102. O=Cc1cccc(OCc2ccc(Cl)cc2Cl)c1
 : -1%	-21%
103. Oc1ccccc1-c1nc2ccc(Cl)cn2c1Nc1ccc2c(c1)OCCO2
 : 2%	17%
104. CCn1c(SC(C)C(=O)Nc2nc(C)c(C)s2)nnc1-c1ccc(F)cc1 (stereo not given)
 : -2%	-6%
105. Cc1cc(NC(=O)CNc2cc(S(=O)(=O)N3CCCCC3)ccc2Oc2ccccc2)no1
 : 7%	-3%

Individual results from the list:
UDG counter, no. 98 is entered as -2%[57.5 µM]
UDG counter, no. 102 is entered as -1%

Carrying on:
Values in the order – UDG counter	AID inh
106. CCc1nc2ccc(C(=O)NCc3cc(OC)ccc3OC)cc2nc1CC
 : 57%[activator]	33%[activator]
107. CC(C)C(=O)N(Cc1ccccc1)S(=O)(=O)c1ccc2c(c1)oc(=O)n2C
 : ?	-3%
108. O=C(Cn1ccn(-c2cccc(Cl)c2)c(=O)c1=O)NCCc1ccccc1
 : -2%[57.5 µM]	-6%
109. CCCCOc1ccc(C(=O)NCCc2csc(-c3cccc(F)c3)n2)cc1
 : 5%	-7%
110. CCCCCn1c(SCC(=O)OC)nc2c1c(=O)[nH]c(=O)n2C
 : -5%	0%
111. Nc1nc2ccc([N+](=O)[O-])cc2[n+]([O-])n1
 : ?	-22%
112. COCCn1c(-n2nc(C)c(C)c2C)nc2c1c(=O)n(CCc1ccccc1)c(=O)n2C
 : -7%	-9%

An excerpt; the hit share may differ from the screen's.
